Screening results as filed in PubChem.
Apaf-1 inh = blocks human Apaf-1 apoptosome activity; reconstituted apoptosome caspase-3 activity, DEVD-Rh110 fluorescence; hit rate 0.71% among 330,000; O14727; inhibition, % at 20 µM; active means inhibition of at least 40% at 20 µM;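 further: plate controls were DMSO wells for no effect and DEVD-CHO caspase inhibitor wells for full effect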
Target sequence (O14727 whole entry, looked up): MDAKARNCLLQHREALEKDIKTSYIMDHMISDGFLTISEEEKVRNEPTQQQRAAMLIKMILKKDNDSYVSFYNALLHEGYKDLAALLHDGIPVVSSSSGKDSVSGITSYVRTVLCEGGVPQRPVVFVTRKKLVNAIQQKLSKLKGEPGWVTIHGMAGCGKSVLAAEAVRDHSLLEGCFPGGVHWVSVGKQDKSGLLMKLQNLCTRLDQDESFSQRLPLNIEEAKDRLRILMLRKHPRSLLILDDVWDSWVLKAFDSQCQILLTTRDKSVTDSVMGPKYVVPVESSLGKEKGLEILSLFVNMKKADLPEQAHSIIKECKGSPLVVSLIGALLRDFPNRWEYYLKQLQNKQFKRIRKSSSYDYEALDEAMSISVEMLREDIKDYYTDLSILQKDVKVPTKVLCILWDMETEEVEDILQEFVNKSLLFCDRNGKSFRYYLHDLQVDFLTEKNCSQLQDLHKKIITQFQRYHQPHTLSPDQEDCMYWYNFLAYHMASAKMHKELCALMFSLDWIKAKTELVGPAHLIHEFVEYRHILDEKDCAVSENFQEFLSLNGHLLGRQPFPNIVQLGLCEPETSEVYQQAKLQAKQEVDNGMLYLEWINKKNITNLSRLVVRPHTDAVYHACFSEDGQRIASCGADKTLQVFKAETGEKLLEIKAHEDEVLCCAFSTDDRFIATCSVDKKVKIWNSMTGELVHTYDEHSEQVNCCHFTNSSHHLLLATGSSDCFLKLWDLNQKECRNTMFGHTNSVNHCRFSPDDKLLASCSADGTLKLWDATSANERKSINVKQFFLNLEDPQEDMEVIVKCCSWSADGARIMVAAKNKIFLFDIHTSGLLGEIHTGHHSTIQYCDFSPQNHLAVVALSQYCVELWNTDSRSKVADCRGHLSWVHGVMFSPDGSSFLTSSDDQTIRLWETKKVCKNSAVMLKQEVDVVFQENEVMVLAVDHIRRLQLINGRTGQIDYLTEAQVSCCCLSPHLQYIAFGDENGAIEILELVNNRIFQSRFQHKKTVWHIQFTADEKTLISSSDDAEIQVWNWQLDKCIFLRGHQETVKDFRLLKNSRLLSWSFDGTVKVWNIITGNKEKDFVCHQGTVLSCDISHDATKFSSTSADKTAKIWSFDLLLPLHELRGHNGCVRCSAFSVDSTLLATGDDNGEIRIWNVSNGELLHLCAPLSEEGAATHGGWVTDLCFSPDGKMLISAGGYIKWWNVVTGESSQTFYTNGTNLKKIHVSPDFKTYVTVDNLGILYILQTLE
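Medium: Hepes buffer, pH 7.5 / System: biochemical Apaf-1 apoptosome reconstitution / Measured by: Rh110 fluorescence, excitation 480 nm, emission 540 nm / Times: compound with Apaf-1, dATP, procaspase-3 30 min, then 50 min reaction, room temperature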
SENP8 block-1 = inhibitors of human SENP8 protease; inhibition, % at 10 µM; AID 2540; purified SENP8, Z-RLRGG-aminoluciferin cleavage, luminescence; Q96LD8; hit rate 1.2% among 330,000; in the data active means inhibition above about 50%
SENP7 block = blocks the human protease SENP7. Q9BQF6. recombinant SENP7, Z-RLRGG-aminoluciferin luminescence, 40 min. inhibition, % at 5 µM. hit rate 1.5% among 330,000. AID 434973;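 active means inhibition above about 50% at the single test dose, limit read from the data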;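 further: plate controls were DMSO with enzyme for no effect and no enzyme buffer wells for full effect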
NLRP3 yeast inh = inhibitors of NALP3 inflammasome in yeast | Yeast reconstituted NLRP3/ASC/caspase-1, beta-gal luminescence, 24 h | inhibition, % at 10 µM | hit rate 0.39% among 330,000 | AID 2825;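 active means inhibition of 50% or more; inactive means inhibition below 50%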;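 further: plate controls were induced DMSO wells for no effect and uninduced yeast grown without galactose for full effect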
SENP6 inh = inhibitors of human SENP6 protease; hit rate 1.8% among 330,000; AID 2599; inhibition, % at 10 µM; Q9GZR1; Recombinant SENP6 catalytic domain, aminoluciferin luminescence;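 active means inhibition above about 50% at the single tested dose, limit read from the data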;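 further: plate controls were DMSO wells with enzyme for no effect and DMSO wells lacking enzyme for full effect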
SENP8 block-2 = blocks human SENP8 cleavage of Nedd8 substrate; inhibition, % at 20 µM; recombinant SENP8, Nedd8 substrate fluorescence; hit rate 0.64% among 360,000; AID 602440; in the data active means inhibition mostly above about 40%, no sharp cut-off; inactive means mostly below about 27%
PfGluPho inh = PfG6PD (Plasmodium falciparum) enzyme inhibition | PfGluPho enzyme, NADPH resazurin-diaphorase fluorescence | inhibition, % at 20 µM | hit rate 0.78% among 350,000 | AID 504690;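 active means inhibition reaching at least a set limit at 20 µM in the primary screen, cut at about 59% in these data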;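 further: 0% = DMSO wells with substrate and 100% = DMSO wells lacking glucose-6-phosphate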
SENP1 inh = blocks the human SENP1 SUMO protease catalytic domain | inhibition, % at 10 µM | hit rate 0.21% among 360,000 | recombinant SENP1 catalytic domain, CyPet-SUMO1-YPet FRET cleavage | Q9P0U3;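 active means inhibition at least 30% at 10 µM, raw YFP signal under a set limit, fluorescence ratio 0.5 to 1.5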;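 further: 0% = enzyme with DMSO and 100% = no enzyme wells; some results filed as inactive read as strong as hits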
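Compound: 10 µM single point, 0.5% DMSO; Test system: hSENP1 catalytic domain, recombinant; Timing: 50 min reaction at room temperature; Technique: FRET, CFP and YFP emission; Control set: no-enzyme wells low, DMSO-plus-enzyme wells high control.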
HKDC1 inhibitor = HKDC1 (human) hexokinase inhibition. inhibition, % at 20 µM. hit rate 0.16% among 340,000. recombinant HKDC1, G6PDH/diaphorase resazurin coupled fluorescence. Q2TB90;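 active means inhibition above about 35% when tested at 20 µM, limit read from the data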;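 further: plate controls were DMSO wells with enzyme for no effect and DMSO wells lacking enzyme for full effect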
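Test system: HK5 enzyme. Quantity: 5 µg/mL HK5 final. Reagent: glucose and ATP substrates. Schedule: 90 min reaction incubation at room temperature, dark. Technique: resazurin-to-resorufin fluorescence via G6PDH and diaphorase coupling, 525/613 nm. Control set: DMSO wells with and without enzyme mix.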
An asterisk follows results filed as active; · = not tested or not shown.

SMILES | Apaf-1 inh | SENP8 block-1 | SENP7 block | NLRP3 yeast inh | SENP6 inh | SENP8 block-2 | PfGluPho inh | SENP1 inh | HKDC1 inhibitor
CCOc1ccc(C(=O)/C=C/Nc2ccc(S(=O)(=O)Nc3cc(C)nc(C)n3)cc2)cc1 | 1.4 | 7.3 | 0.9 | 20.1 | -1.5 | · | -1.5 | · | -4.6
COc1cccc(C(=O)Nc2nc(-c3ccc(S(=O)(=O)N4CCOCC4)cc3)cs2)c1 | 12.9 | 1.1 | -1.7 | 9.5 | 3.0 | -14.0 | -3.4 | 1.8 | -0.7
CC(C)c1nccn1S(=O)(=O)c1cc([N+](=O)[O-])ccc1Cl | -1.0 | 2.3 | 0.8 | -1.2 | -2.1 | 12.7 | 3.1 | -0.5 | -7.7
CS(=O)(=O)N1CCc2cc(C(=O)N3CCOCC3)ccc21 | -7.8 | -4.3 | -3.9 | 25.7 | -11.9 | 23.0 | -9.1 | -1.0 | -4.8
COC(=O)[C@H]1Cc2cnoc2C[C@]1(C)C(=O)O | 0.9 | -4.5 | -0.6 | 8.4 | -11.3 | 1.7 | -8.6 | 0.2 | 10.7
NNC(=O)CSCc1ccc(Cl)cc1Cl | 1.1 | -5.8 | -4.4 | 2.8 | -5.2 | 5.0 | -1.1 | 4.0 | -9.6
Cc1ccc(SCC(=O)c2c(C)nc3ccccn23)cc1 | 10.4 | -3.1 | 3.3 | 34.1 | -8.5 | 12.7 | -8.6 | 4.7 | -2.8
Cc1ccc(-c2noc(CCC(=O)N3CCN(c4cc(C)ccc4C)CC3)n2)cc1 | 22.9 | · | 6.3 | · | · | 10.2 | 10.1 | -1.2 | 3.0
Cc1ccc(Cl)c(NC(=O)CN2CCNC(=O)C2)c1Cl | -6.4 | -3.9 | -9.2 | -1.1 | -23.4 | 12.9 | -8.0 | 2.1 | -0.7
CN(C)S(=O)(=O)Oc1ccc(C(=O)Nc2cccc(C(F)(F)F)c2)cc1 | 12.6 | 0.9 | 10.2 | 10.9 | -8.1 | 15.4 | 57.4 | -1.3 | -3.0
O=C(NNC(=O)c1cccc(O)c1)Nc1ccc([N+](=O)[O-])cc1 | 5.8 | -5.0 | 6.7 | 6.3 | 24.1 | 13.3 | -5.8 | 0.9 | -3.5
Cc1ccc(NC(=O)CCS(=O)(=O)c2ccc3c(c2)NC(=O)C(C)S3)cc1Cl (stereo not given) | 13.3 | -5.0 | -3.7 | 7.4 | 4.9 | 5.8 | 17.1 | 2.3 | -1.6
COc1ccc(NC(=O)CS(=O)(=O)c2ccc(C)cc2)c(OC)c1 | 5.5 | -7.0 | 8.0 | 20.0 | 1.1 | 9.5 | 1.1 | 3.7 | -2.2
Nc1ccnc(Oc2ccc(F)cc2)c1 | -8.5 | 0.5 | 1.3 | -16.1 | -0.9 | 11.1 | 4.0 | 1.5 | -15.3
CCOC(=O)c1cc(C(=O)NN)c(=O)[nH]c1C | -16.4 | 1.6 | 0.5 | 7.8 | -2.9 | 19.5 | -21.3 | 6.6 | 4.2
COc1ccc(CN2CCN(S(=O)(=O)c3ccc(F)cc3)CC2)c(OC)c1OC | 9.3 | -7.9 | -4.1 | 17.0 | 5.7 | 19.1 | 13.8 | 1.5 | 5.6
Cc1cc(C)c(NC(=O)COc2nc3ccccc3nc2C)c(C)c1 | 3.8 | -13.5 | -9.4 | -9.6 | -10.0 | -173.5 | 9.8 | 1.0 | 14.8
COc1cc(NC(=O)Nc2cccc(Cl)c2)c(OC)cc1NC(=O)CN1CCCCC1 | 23.6 | -6.0 | 3.2 | 4.7 | -26.4 | 33.2 | 34.5 | -6.8 | -0.3
CCCN(CC1CC1)C(=O)COC(=O)c1ccc(C)cc1O | 1.4 | 1.2 | 7.5 | 12.6 | -15.8 | 3.2 | -7.8 | 0.2 | -2.6
O=C(NCCO)C1(c2ccccc2)CCCC1 | 1.2 | -16.0 | 0.8 | 21.9 | -17.1 | 9.1 | 3.6 | 0.5 | -2.1
CCN(CC)S(=O)(=O)c1ccc(S(=O)(=O)N2CCCC(C(=O)NC3CC3)C2)cc1 (stereo not given) | -6.9 | 4.9 | -3.4 | 2.2 | 8.3 | 12.5 | 1.9 | 3.9 | -4.9
CC1=NC(C(F)(F)F)(C(F)(F)F)C2=C(CC(C)(C)CC2=O)N1Cc1ccco1 | -0.3 | 7.2 | 8.1 | 7.8 | 2.7 | -9.1 | -6.7 | 0.5 | -1.3
O=C(CSc1nnc(Cc2cc(=O)[nH]c(=O)[nH]2)n1-c1ccccc1)N1CCCc2ccccc21 | 5.9 | 3.2 | 4.9 | -4.7 | -1.0 | 4.1 | 2.4 | 12.6 | -6.8
COCCOC(=O)c1c(C)oc2ccc(OCC=C(C)C)cc12 | 6.2 | -4.7 | 2.3 | 12.0 | 0.4 | 13.0 | 12.9 | 2.7 | -2.1
Cn1c(=O)c2[nH]c(-c3ccccc3O)nc2n(C)c1=O | 7.3 | -19.5 | -2.9 | 16.8 | 12.4 | · | · | · | ·
COc1ccc(-c2nn3cnnc3s2)cc1OC | 10.4 | 6.1 | 8.0 | 7.7 | -2.5 | -38.3 | -8.7 | 2.8 | 5.1
CC1CN(S(=O)(=O)c2ccc(NC(=O)c3cc(-c4ccccc4O)n[nH]3)cc2)CC(C)O1 (stereo not given) | 30.4 | 7.9 | 2.6 | 4.5 | -2.8 | 3.6 | -14.0 | 1.0 | 0.6
Cc1ccc(NC(=O)c2cc(S(=O)(=O)N3CCCC3)c[nH]2)c(C)c1 | 1.2 | -2.2 | -0.4 | 10.6 | -1.8 | 7.0 | -5.7 | -0.3 | -7.7
COCCCNC(=O)CCc1nc(-c2ccccc2Cl)no1 | 2.9 | -2.9 | -1.0 | 10.1 | -18.5 | -8.5 | -11.3 | 0.3 | -1.8
COc1ccccc1C(=O)NNC(=O)c1ccc(Br)o1 | 2.7 | 2.7 | -9.7 | -1.6 | 12.5 | 9.4 | 19.1 | 1.5 | -2.1
CN1C(=O)c2ccc(NC(=O)CCS(=O)(=O)c3ccccc3)cc2C1=O | 0.1 | 8.2 | 2.5 | 7.5 | 17.8 | -443.6 | 17.1 | 2.5 | -2.5
Cn1c(SCC(=O)Nc2sccc2C(N)=O)nnc1-c1ccncc1 | -3.3 | 1.8 | 1.0 | -0.4 | -4.6 | 5.8 | 7.3 | -7.2 | -1.8
N#Cc1c(N)oc(-c2ccccc2)c1-c1ccccc1 | 13.2 | -3.9 | -5.0 | -24.1 | -6.8 | -49.6 | 23.3 | 0.0 | -1.4
CC(=O)N1CCCc2cc(S(=O)(=O)N3CCCC(C)C3)ccc21 (stereo not given) | -5.1 | -13.4 | 0.1 | 8.9 | 1.1 | 1.2 | 1.1 | -0.7 | -3.7
Cc1nnc(SCc2ccccc2F)n1NCc1cccs1 | -12.3 | -4.2 | -7.0 | 1.7 | 13.9 | 10.2 | -1.2 | 1.6 | 9.3
O=C(CC(c1ccccc1)(c1ccccc1)c1ccccc1)N[C@@H](Cc1ccccc1)C(=O)O | 17.9 | -6.5 | 0.5 | 9.2 | -19.9 | 15.0 | -16.9 | 1.3 | 8.1
CC(C)CCC(O)(c1ccccc1)C(CN1CCOCC1)c1ccccc1 (stereo not given) | 20.1 | 6.8 | -1.0 | 6.8 | -12.3 | 5.2 | 13.9 | 2.0 | -2.1
CN1CCN(C(=S)NC(=O)/C=C/c2cccs2)CC1 | 0.0 | -1.6 | 4.8 | 24.7 | -1.2 | 7.9 | -4.9 | 4.0 | -3.1
CC(C)(C)c1ccc(C(=O)OCC(=O)N2CCC(c3ccccc3)=N2)cc1 | 20.5 | 0.5 | -11.8 | 7.8 | 3.9 | 10.2 | -3.1 | 0.6 | -1.0
COc1cccc(-n2c(SCC(N)=O)nc3ccccc3c2=O)c1 | -0.8 | -11.4 | -5.7 | -1.4 | -20.7 | 4.4 | -2.6 | -9.5 | -6.8
CCOC(=O)C1=C(COC(=O)[C@@H](NC(=O)c2cccc(C)c2)C(C)C)NC(=O)NC1C (stereo not given in full) | 6.3 | -11.4 | -3.6 | 0.6 | -6.0 | -0.7 | 3.8 | 1.4 | -5.9
CCC(C)NC(=O)c1ccccc1NC(=O)c1ccc(CSc2ccccc2)cc1 (stereo not given) | 14.2 | -2.2 | 0.4 | 6.0 | -4.0 | 5.6 | 12.2 | -3.8 | 13.7
CCOc1cc(-c2c(C#N)c(N)nc3c2CCCC3)ccc1O | 14.3 | -10.0 | -8.3 | 6.4 | -21.9 | -139.7 | -19.0 | -17.7 | -0.4
CNC(=S)NNC(=O)CNc1ccc(C)c(Cl)c1 | 0.7 | -5.7 | -4.5 | 13.3 | -0.3 | 0.8 | 5.6 | 2.2 | 3.2
COc1cc(OC)cc(C(=O)OCC(=O)NC(c2ccccc2)c2ccccc2)c1 | -8.2 | 10.9 | 3.3 | 19.4 | -1.9 | 5.1 | 3.0 | -0.6 | -0.4
Cc1nc(/C=C/c2ccccc2)[nH]c(=O)c1-c1ccccc1 | -3.0 | -8.1 | -1.0 | 3.5 | -12.0 | -14.3 | 17.7 | 0.9 | -12.1
Cc1cc(NC(=O)c2c(Br)cnn2C)no1 | 5.2 | 3.1 | -5.2 | 9.6 | -11.7 | 7.7 | 1.3 | 0.1 | 0.7
N#CCCNS(=O)(=O)c1ccc(C(=O)OCCCOC(=O)c2ccc(S(=O)(=O)NCCC#N)cc2)cc1 | 10.4 | -4.7 | 9.7 | 13.6 | 0.0 | 6.1 | 12.1 | 0.1 | -1.9
CC(=O)NS(=O)(=O)c1ccc(NC(=O)c2cc(-c3ccc(C)c(C)c3)nc3ccccc23)cc1 | 3.0 | -0.9 | -4.9 | 29.2 | 7.9 | -5.4 | 1.2 | 0.3 | 8.0
CC(=O)c1ccc(NC(=O)Cc2ccsc2)cc1 | 24.4 | -14.8 | -15.3 | 14.6 | -17.6 | -0.9 | 11.6 | -1.6 | -2.8
O=C(CN(Cc1ccccc1)S(=O)(=O)c1ccc(F)cc1)NCc1ccncc1 | 3.0 | 24.0 | -0.3 | 25.3 | -6.5 | 7.9 | -6.8 | -0.7 | -2.2
CCOc1ccc(/C=N/NC(=O)NC23CC4CC(CC(C4)C2)C3)cc1O | 26.9 | -13.7 | -8.9 | -31.0 | -10.4 | 0.0 | 19.4 | 1.3 | 2.3

Results in SENP7 block, SENP8 block-2 and SENP6 inh, for two of the compounds above:
| smiles | SENP7 block | SENP8 block-2 | SENP6 inh |
| --- | --- | --- | --- |
| COc1ccc(NC(=O)CS(=O)(=O)c2ccc(C)cc2)c(OC)c1 | 8.0 | 9.5 | 1.1 |
| N#Cc1c(N)oc(-c2ccccc2)c1-c1ccccc1 | -5.0 | -49.6 | -6.8 |

Arranged by value in SENP1 inh (high to low): some entries from above
| structure | SENP1 inh |
| --- | --- |
| CCOc1ccc(/C=N/NC(=O)NC23CC4CC(CC(C4)C2)C3)cc1O | 1.3 |
| Cc1nc(/C=C/c2ccccc2)[nH]c(=O)c1-c1ccccc1 | 0.9 |
| Cc1cc(NC(=O)c2c(Br)cnn2C)no1 | 0.1 |
| CC(=O)c1ccc(NC(=O)Cc2ccsc2)cc1 | -1.6 |
